# GLD-1 RNA inh – GLD-1-TGE RNA interaction inhibition (C. elegans); inhibition, % at 5.96 µM; Q17339; AID 2280; 320,000 compounds, 0.44% hits; purified GLD-1 + fluorescein TGE RNA, fluorescence polarization;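 active means percent inhibition above a per-plate cutoff, the plate mean of test compounds plus 3 SD, cut at about 30% in these data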;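 further: 0% = DMSO wells with GLD-1 and probe and 100% = wells lacking GLD-1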
# MCL1 BIM primary – inhibitors of human MCL1 binding to BIM-BH3 peptide | Q07820 | GST-MCL1 / FITC-Bim-BH3 fluorescence polarization | inhibition, % at 10.9 µM | 320,000 compounds, 0.68% hits | AID 2057;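 active means inhibition above the mean inhibition of all tested compounds plus 3 SD, set per campaign, cut at about 40% in these data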;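 further: 0% = DMSO wells and 100% = unlabeled Bim-BH3 peptide control; higher means more loss of mP so more displacement of Bim peptide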
# Target sequence (Q07820 whole entry, looked up): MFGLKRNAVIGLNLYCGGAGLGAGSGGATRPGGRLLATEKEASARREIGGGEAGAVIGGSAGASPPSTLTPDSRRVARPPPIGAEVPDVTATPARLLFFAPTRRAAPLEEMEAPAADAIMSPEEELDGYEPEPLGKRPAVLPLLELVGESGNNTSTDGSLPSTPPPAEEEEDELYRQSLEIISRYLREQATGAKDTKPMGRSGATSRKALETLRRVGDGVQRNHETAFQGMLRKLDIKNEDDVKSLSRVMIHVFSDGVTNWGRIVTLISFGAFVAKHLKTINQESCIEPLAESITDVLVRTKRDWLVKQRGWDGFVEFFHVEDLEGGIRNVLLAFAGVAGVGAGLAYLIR
# Fam108B counter – Fam108B inhibition, counter-screen for RBBP9 inhibitors. recombinant Fam108B, FP-Rh probe fluorescence polarization. inhibition, % at 9.51 µM. 300,000 compounds, 0.33% hits;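 active means inhibition above the screen mean inhibition plus 3 SD, computed separately per campaign, cut at about 18% in these data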;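 further: inhibitors lower polarization as less probe binds the enzyme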
# ZTA counter – counter-screen for EBNA-1 inhibitors: inhibitors of Epstein-Barr virus ZTA. ZTA-DNA binding, fluorescence polarization. inhibition, % at 11 µM. 320,000 compounds, 0.15% hits. AID 2234; in the data active means inhibition above about 33%
# Target sequence (P03206 whole entry, looked up): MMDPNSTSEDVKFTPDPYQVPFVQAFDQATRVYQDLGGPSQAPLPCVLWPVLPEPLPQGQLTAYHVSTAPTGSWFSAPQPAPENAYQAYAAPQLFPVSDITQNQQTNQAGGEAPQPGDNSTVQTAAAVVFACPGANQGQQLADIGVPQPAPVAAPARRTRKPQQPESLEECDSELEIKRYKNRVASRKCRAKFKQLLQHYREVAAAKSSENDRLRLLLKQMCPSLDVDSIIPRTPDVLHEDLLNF
# Bcl-xL primary – inhibitors of human Bcl-xL | Q07817 | GST-Bcl-xL / FITC-Bim BH3 peptide fluorescence polarization | inhibition, % at 10.9 µM | 320,000 compounds, 0.7% hits | AID 2129;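 active means inhibition above the mean of all tested compounds plus 3 SD, cutoff set per campaign, cut at about 30% in these data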;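 further: 0% = DMSO wells and 100% = unlabeled Bim-BH3 peptide competitor; inhibitors lower millipolarization by displacing the labeled peptide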
# EBNA-1 inh – blocks EBNA-1 binding to DNA; EBNA-1 DNA binding, fluorescence polarization; inhibition, % at 14.8 µM; 300,000 compounds, 0.34% hits; AID 1950; in the data active means inhibition above about 28%
# CR mimetic SO – lowers age-related superoxide in aged yeast cells. S. cerevisiae aged cells, superoxide DHE fluorescence; active compounds read low. superoxide response (% of plate mean), % at 10 µM. 330,000 compounds, 0.18% hits. AID 2690;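 active means superoxide response under a set limit, about three screen SD below normal, cut at about 65% in these data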;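 further: yeast aged for seven days with compound at 30 °C before DHE staining; 100% = average MFI of all compound-treated wells on the plate with controls excluded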
# Efflux pump inh – inhibitors of Candida antifungal efflux pumps expressed in yeast | S. cerevisiae Candida pump triplex, Nile Red efflux | inhibition, % at 10 µM | 330,000 compounds, 0.44% hits | AID 485275;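 active means plate passing quality check with inhibition over a set limit, or well fluorescence over plate mean plus 4 SD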;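 further: Nile Red retained in pooled yeast measured as flow cytometry median fluorescence; 0% = buffer negative control and 100% = Enniatin B positive control; higher means more Nile Red kept so more efflux inhibition; some compounds called inactive have numbers as strong as hits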
# MEX-5 binding – C. elegans MEX-5 TCR-2 RNA binding activity; activity score (negative = inhibition of binding), % at 10 µM; Q9XUB2; 300,000 compounds, 0.38% hits; MEX-5/FITC-TCR2 RNA binding, fluorescence polarization; active compounds read low;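 active means inhibition past about -25% in most replicates, and total fluorescence under double the plate's negative control median, limit read from the data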;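 further: 0% = DMSO and -100% = 5 µM competing unlabeled TCR2 RNA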
# Target sequence (Q9XUB2 whole entry, looked up): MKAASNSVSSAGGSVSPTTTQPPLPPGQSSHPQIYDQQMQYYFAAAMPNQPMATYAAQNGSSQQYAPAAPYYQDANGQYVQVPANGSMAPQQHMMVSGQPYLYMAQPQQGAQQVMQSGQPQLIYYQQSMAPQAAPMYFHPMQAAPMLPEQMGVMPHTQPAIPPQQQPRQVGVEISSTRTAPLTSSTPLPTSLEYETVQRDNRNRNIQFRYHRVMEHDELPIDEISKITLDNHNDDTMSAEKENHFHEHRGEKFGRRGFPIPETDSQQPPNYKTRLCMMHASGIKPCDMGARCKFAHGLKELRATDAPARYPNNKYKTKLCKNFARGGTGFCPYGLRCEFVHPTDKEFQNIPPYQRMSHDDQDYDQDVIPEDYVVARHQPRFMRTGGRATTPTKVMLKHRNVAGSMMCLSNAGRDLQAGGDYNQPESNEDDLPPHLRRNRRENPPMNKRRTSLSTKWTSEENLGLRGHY
# The depositor's hits bear a star; / = no result given. An unsorted share of the library; 2.3% or so of the library scored in one or more.
SMILES,GLD-1 RNA inh,MCL1 BIM primary,Fam108B counter,ZTA counter,Bcl-xL primary,EBNA-1 inh,CR mimetic SO,Efflux pump inh,MEX-5 binding
COC(=O)c1[nH]c(C)c(/C(O)=C2\C(=O)C(=O)N(CCN(C)C)C2c2cccc(OC)c2OC)c1C (configuration not stated),4,-4,-1,-2,1,-7,118,0.2,/
Cc1cccc(C)c1N1C(=O)CN(Cc2ccccc2)C1=S,2,-7,1,1,6,-2,114,-0.1,0.5
Cc1c(N=C/C=C/c2ccccc2)c(=O)n(-c2ccccc2)n1C,0,-4,0,7,3,3,94,0.0,0.8
CC1CC(CC(=O)NC(=S)Nc2ccccc2Cl)C(=O)O1 (configuration not stated),-4,14,1,-4,6,-3,100,0.0,0.7
Cc1ccc(NC(=O)CSc2nnc(Cc3csc(C)n3)o2)cc1,7,16,/,-8,5,/,90,-0.3,/
Nc1c(C(=O)N2CCCCC2)sc2nc3c(cc12)CCCC3,2,6,-1,4,8,10,103,0.0,-1.9
CCc1ccccc1N1C[C@@]23C=C[C@@H](O2)C(C(=O)OCC(C)C)[C@H]3C1=O (some centres not stated),2,3,-4,-8,-1,-5,92,0.0,2.1
COC(=O)c1cnc(Nc2ccc(Cl)cc2)c([N+](=O)[O-])c1,4,1,-1,-9,10,-2,99,0.0,0.0
COc1ccc(/C(C)=N/NC(=O)CN(c2ccc(OC)cc2)S(=O)(=O)c2ccccc2)cc1,-1,-4,-3,-5,4,-3,92,0.0,-1.6
COc1ccc(-c2nn(CC(=O)Nc3ccc(Cl)c(Cl)c3)c(=O)c3ccccc23)cc1,2,-6,-39,-14,1,1,103,-0.2,4.0
Cc1cccc(CCNC(=O)CN(C)S(=O)(=O)c2cnc[nH]2)c1,1,7,1,-17,6,-1,85,0.0,/
CCC(CC)C(=O)N1CCN(c2ccccc2)CC1,0,5,-3,-26,6,-3,103,0.0,-2.3
COc1ccc(C2CC(c3ccc(C)o3)=NN2C(C)=O)cc1 (configuration not stated),0,5,1,8,7,9,92,-0.1,0.5
O=C1C=C(Nc2cccc(O)c2)CC(c2ccco2)C1 (configuration not stated),0,6,-2,1,1,-4,107,-0.1,-11
CN1CCN(C(=O)c2cccc(S(=O)(=O)N3CCCC3)c2)CC1,6,1,/,-12,3,/,82,0.1,/
O=C(CSc1nnc(Cc2ccccc2)o1)Nc1ccccc1,1,0,-1,4,4,2,105,0.0,/
CCCc1cc(C(=O)Nc2sc3c(c2C(=O)OCC)CCCC3)no1,3,2,4,-3,1,4,80,-0.1,-0.5
O=C(CCc1nnc(CCCc2ccccc2)o1)NCCCC1CCCC1,2,8,1,-11,0,-9,103,0.6,2.4
CCn1c(=S)sc2c(=O)n(CC(=O)Nc3cccc(Br)c3)c(C)nc21,2,-3,-14,17,5,-2,91,0.0,1.8
COc1ccc(C(=O)NNc2cc(C)nc(NNC(=O)c3ccc(OC)cc3)n2)cc1,8,6,3,1,7,6,100,-0.1,-3.1
CC(C)CN(C(=O)CSc1nnc(C2CC2)n1-c1ccccc1)C1CCS(=O)(=O)C1 (configuration not stated),1,4,/,2,0,/,99,-0.1,/
CCOC(=O)C1CCN(S(=O)(=O)c2ccc(OC)c(C(=O)N3CCCCCC3)c2)CC1,1,3,0,1,4,2,98,0.0,1.7
CC(=O)Nc1ccc(S(=O)(=O)NC(C)c2ccncc2)cc1 (configuration not stated),7,3,/,-1,5,/,123,0.1,/
N/C(=N\OC(=O)CCCc1ccccc1)c1cccnc1,1,-6,-1,-6,2,-1,88,0.1,-0.5
Cc1ccc2c(c1)N(CC(=O)N1CCCCCC1)C(=O)C(C)O2 (configuration not stated),10,1,-1,-9,2,4,97,-0.5,1.0

# Molecules shown so far containing a thiophene ring, fused or not, in the order listed:
SMILES,GLD-1 RNA inh,MCL1 BIM primary,Fam108B counter,ZTA counter,Bcl-xL primary,EBNA-1 inh,CR mimetic SO,Efflux pump inh,MEX-5 binding
Nc1c(C(=O)N2CCCCC2)sc2nc3c(cc12)CCCC3,2,6,-1,4,8,10,103,0.0,-1.9
CCCc1cc(C(=O)Nc2sc3c(c2C(=O)OCC)CCCC3)no1,3,2,4,-3,1,4,80,-0.1,-0.5

# Following part.
SMILES,GLD-1 RNA inh,MCL1 BIM primary,Fam108B counter,ZTA counter,Bcl-xL primary,EBNA-1 inh,CR mimetic SO,Efflux pump inh,MEX-5 binding
O=C(NN=C1CCN(Cc2ccccc2)CC1)c1cccc(S(=O)(=O)Nc2ccccc2Cl)c1,1,7,4,1,5,6,95,0.0,-1.8
COCC1CCCN(C(=O)c2cc(COc3ccc(C(C)=O)cc3)on2)C1 (configuration not stated),4,-2,0,-7,2,2,109,0.1,1.2
Cc1cc(C)cc(NC(=O)c2sc3nc4n(c(=O)c3c2C)CCC4)c1,4,7,-2,7,8,3,116,0.0,3.9
Cc1noc(C)c1S(=O)(=O)N(CC(=O)N1CCn2c1nc1ccccc12)c1ccc(C(C)C)cc1,1,0,1,11,1,11,101,-0.2,2.0
COc1ccc(-n2ncc3c2CC(C)(C)CC3NC(=O)CCN2CCCCC2=O)cc1 (configuration not stated),-5,-6,0,-4,-1,-9,98,0.2,0.4
CN(C)S(=O)(=O)c1ccc(N2CCCC2)c(C(=O)N2CCN(S(=O)(=O)c3ccc(F)cc3)CC2)c1,3,-6,2,-11,-3,-14,101,0.2,2.6
COc1ccc([C@H]2CC(=O)C=C(c3ccc(OC)c(OC)c3)C2)cc1,1,-8,/,-13,-1,/,95,-0.2,/
Cc1nnc(NC2=NCCC2)s1,4,1,-3,3,10,-4,100,-0.1,-0.5
COc1cc(CN2CCCC(C(=O)c3ccc4c5c(cccc35)CC4)C2)cc(OC)c1O (configuration not stated),12,7,2,5,9,-5,102,0.1,0.4
O=C(N/N=C1\CC(c2ccccc2)Oc2ccccc21)c1ccc(O)cc1 (configuration not stated),0,2,-10,-3,0,-4,103,0.6,-1.8
COc1cc(CC(=O)OCC(=O)c2c[nH]c3ccccc23)cc(OC)c1OC,0,-10,/,-5,-4,/,78,0.1,/
O=C(CCNC(=O)Cn1ccc2ccccc2c1=O)NCc1ccccn1,-3,14,-3,-11,1,6,99,-0.2,2.1
Cn1c2ccccc2c2cc(C(=O)NNS(=O)(=O)c3ccc(F)cc3)sc21,3,-6,-2,-7,-1,5,97,-0.1,-0.3
CCC(C)[C@H](N)c1cn([C@@H](Cc2ccc(O)cc2)C(=O)N2CCNCC2)nn1 (some centres not stated),2,6,0,-12,9,7,104,-0.1,-6.1
COc1ccc(OC)c(NC(=O)CSc2nnc(-c3ccco3)o2)c1,3,0,0,3,3,-4,99,-0.1,1.6
NS(=O)(=O)c1ccc(CCNC(=O)c2ccc[nH]c2=S)cc1,-1,16,-2,3,13,1,93,0.6,-1.9
O=C(C1=C[C@@H](c2ccc(C(F)(F)F)cc2)C[C@@H](OCCCCO)O1)N1CCCCCCC1,0,-3,2,7,1,9,/,/,0.7
CN(C)C(=S)Nc1cccc(-c2n[nH]c(=S)o2)c1,2,-12,-2,-5,-28,1,96,0.3,-0.2
COc1ccc(C2Oc3ccccc3C3=C2C(c2cccs2)n2ncnc2N3)cc1 (configuration not stated),11,2,-4,-2,7,15,89,-0.3,-1.9
C=CCNC(=O)NC(=O)COC(=O)CC(NC(N)=O)c1ccc(Cl)cc1 (configuration not stated),-2,-6,2,5,1,-5,95,-0.3,-0.6
O=c1oc2ccccc2c2nccnc12,-2,3,-7,-7,8,-4,139,0.3,-0.3
CCCCNc1c(-c2ccc(SC3CCCCC3)c(OC)c2)nc2ccc(Cl)cn12,2,-1,1,-10,-3,2,103,-0.1,0.6
O=C(NC1CCN(Cc2ccc3ccccc3c2)CC1)c1ccccc1,-1,1,3,-3,7,-6,93,-0.1,1.5
O=C(NCCN1CCN(Cc2ccccc2)CC1)Nc1cc(Cl)cc(Cl)c1,2,8,-5,13,5,1,81,0.0,1.8
COC(=O)c1c(C)oc(C)c1S(=O)(=O)NCc1cccs1,-2,4,7,-4,-1,-7,106,-0.1,-0.7

# Three compounds already listed, sorted by molecular weight, descending:
SMILES,GLD-1 RNA inh,MCL1 BIM primary,Fam108B counter,ZTA counter,Bcl-xL primary,EBNA-1 inh,CR mimetic SO,Efflux pump inh,MEX-5 binding
CCCCNc1c(-c2ccc(SC3CCCCC3)c(OC)c2)nc2ccc(Cl)cn12,2,-1,1,-10,-3,2,103,-0.1,0.6
Cc1cc(C)cc(NC(=O)c2sc3nc4n(c(=O)c3c2C)CCC4)c1,4,7,-2,7,8,3,116,0.0,3.9
O=c1oc2ccccc2c2nccnc12,-2,3,-7,-7,8,-4,139,0.3,-0.3

# Returning to the listing; the 2 compounds before the break are reprinted first.
SMILES,GLD-1 RNA inh,MCL1 BIM primary,Fam108B counter,ZTA counter,Bcl-xL primary,EBNA-1 inh,CR mimetic SO,Efflux pump inh,MEX-5 binding
O=C(NCCN1CCN(Cc2ccccc2)CC1)Nc1cc(Cl)cc(Cl)c1,2,8,-5,13,5,1,81,0.0,1.8
COC(=O)c1c(C)oc(C)c1S(=O)(=O)NCc1cccs1,-2,4,7,-4,-1,-7,106,-0.1,-0.7
Cc1cc(OCCCCCN2CCCC2)ccc1Cl,0,7,4,-20,2,0,85,-0.1,-0.8
O=C(COC(=O)CCC(=O)c1ccc(F)cc1)NCc1ccco1,9,6,-4,17,0,14,92,0.0,-0.2
CCc1cc(=O)oc2c3c(cc(OCC(=O)NCc4ccccn4)c12)OC(C)(C)CC3,-2,0,1,1,1,7,132,0.1,-1.2
CC(C)(C)NS(=O)(=O)c1ccc2[nH]c3c(c2c1)CCCCC3,5,-5,-70,8,-5,11,106,-0.1,-0.6
CC(C)(C)OC(=O)N1CCC(CNC(=O)c2ccc(F)cc2F)CC1,9,2,4,-3,2,-10,104,0.0,-4.0
CCc1ccccc1N1C(=O)[C@@H]2Cc3ccccc3CN2C1=O,-1,10,-1,-14,4,-8,101,0.0,-0.1
C=CCSc1nc(O)c(C2OC(=O)c3c2ccc(OC)c3OC)c(=O)n1-c1ccccc1 (configuration not stated),2,6,-2,12,1,0,97,-0.2,-2.3
CCOc1ccc2nc(NC(=O)C3(C)CC3(Br)Br)sc2c1 (configuration not stated),1,3,2,12,2,3,94,-0.1,1.5
O=C(O)CCCc1nc(-c2ccccc2)no1,0,-1,-2,-14,10,-15,110,0.1,0.8
Cc1ccnc(NC(=O)CCC(=O)N(CC(=O)NCc2ccccc2)c2ccc3c(c2)OCO3)c1,3,2,0,12,-1,6,92,0.2,1.8
CC(C)(C)NC(=O)C(c1cccs1)N(C(=O)C(=O)NC1CCCC1)c1ccccc1F (configuration not stated),1,-1,2,9,-2,-12,85,0.0,0.6
COCCNC(=O)c1cc(-c2cccnc2)nc2ccc(Br)cc12,11,-2,-2,-28,3,-1,107,0.2,-2.2
CC(=O)NN1C(=O)c2ccc3c4c(ccc(c24)C1=O)C(=O)N(NC(C)=O)C3=O,4,10,2,-11,11,-22,124,0.1,-0.5
COc1ccc(NC(=O)C2CCCN(c3cnccn3)C2)c(OC)c1 (configuration not stated),9,3,6,4,7,1,86,-0.1,-0.3
CCOc1ccccc1NC(=O)N1CCCC1C(=O)Nc1ccc(NC(C)=O)cc1 (configuration not stated),2,9,0,7,8,-8,99,-0.1,-1.6
COc1ccc(-c2ccc(SCc3ccccn3)nn2)cc1OC,2,8,1,1,9,-3,97,0.0,-0.9

# Source: PubChem (several laboratories)
